Screening data (PubChem)
TDP1 inh – blocks human tyrosyl-DNA phosphodiesterase 1. recombinant TDP1, AlphaScreen DNA substrate cleavage. 0.28% of 350,000 active. AID 485290. Potency, µM (doses to about 130 µM), without a hit: at the top dose activity change, negative = inhibition, hits mostly inhibitors. Q9NUW8; note: nearly all actives have a fitted effect of over 40% in size
Target sequence (Q9NUW8 whole entry, looked up): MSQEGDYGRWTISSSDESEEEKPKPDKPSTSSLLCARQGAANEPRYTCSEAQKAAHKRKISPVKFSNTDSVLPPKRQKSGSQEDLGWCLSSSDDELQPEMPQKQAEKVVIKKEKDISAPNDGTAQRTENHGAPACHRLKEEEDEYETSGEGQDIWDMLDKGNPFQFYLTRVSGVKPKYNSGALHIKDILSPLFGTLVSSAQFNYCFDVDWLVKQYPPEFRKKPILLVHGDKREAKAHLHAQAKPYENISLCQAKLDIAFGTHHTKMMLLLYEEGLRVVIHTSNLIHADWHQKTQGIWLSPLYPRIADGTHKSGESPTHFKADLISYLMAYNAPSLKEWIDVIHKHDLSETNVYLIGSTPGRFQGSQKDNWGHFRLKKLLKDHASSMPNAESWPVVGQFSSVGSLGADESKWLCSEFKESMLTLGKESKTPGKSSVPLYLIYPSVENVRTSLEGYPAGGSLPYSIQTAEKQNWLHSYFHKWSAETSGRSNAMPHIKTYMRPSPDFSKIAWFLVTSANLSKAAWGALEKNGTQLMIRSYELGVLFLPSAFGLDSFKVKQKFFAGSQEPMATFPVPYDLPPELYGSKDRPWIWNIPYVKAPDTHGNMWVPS
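Recombinant human Tdp1 (E. coli-expressed, 1 nM final) preincubated with compounds 15 min at room temperature, then 5'-biotin/3'-phosphotyrosine-FITC DNA substrate (15 nM final) added for 5 min. AlphaScreen beads (10 ug/ml final) added 10 min; cleavage lowers signal.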
TDP1 cell noCPT – qHTS for Inhibitors of human tyrosyl-DNA phosphodiesterase 1 (TDP1): qHTS in cells in absence of CPT; DT40 Tdp1-/- hTDP1 cells, no CPT, ATP luminescence, 48 h; Potency, µM (highest dose often 46.2 µM), inactives show at the top dose activity change, negative = growth inhibition, actives largely listed as inhibitors; 15% of 420,000 active; AID 686978, 2013; note: nearly all actives have a fitted effect of over 55% in size
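DT40 Tdp1-/-;hTDP1 cells, no CPT (DMSO vehicle only), 400 cells/well; compounds pin-transferred; ≥48 hr, 37 °C; CellTiter-Glo 30 min RT dark, luminescence read.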
N370S GC – inhibitors or activators of N370S glucocerebrosidase for Gaucher disease; N370S GC spleen homogenate, 4MU-glucoside fluorescence; Potency, µM (doses to about 59.4 µM), inactives show at the highest dose activity change, negative = inhibition, actives largely listed as inhibitors; 0.092% of 330,000 active; P04062; AID 2101;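 note: 0% = full enzyme activity and -100% = no enzyme basal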
* marks the source's active call; other numbers are inactive results; ? = inconclusive; nt = not tested or not shown; & = joins results of further samples; [ ] = dose if it differs, or a comment. Calls come from the whole dose curve; as a rule, active = well fitted curve in the direction sought with a large enough effect; inconclusive = small, poorly fitted or top-dose-only effect, or another doubt; inactive = no such curve, though single readings can be large; an effect the other way counts as inactive or inconclusive. Unless noted, % is set by controls: 0 for no effect and ±100 for the full control effect; potency is the fitted concentration of half-maximal effect.

SMILES	TDP1 inh	TDP1 cell noCPT	N370S GC
CCOc1ccc(C(=O)NCCc2cnc[nH]2)cc1	nt	3.2%	-4.3%
S=C(NCCc1ccccc1)N/N=C/C1CCCCC1	4.2%	nt	24.1%
CCOc1cc(S(=O)(=O)NCc2ccccn2)ccc1Cl	7.7%	-29.6%	0.0%
COc1ccccc1-c1nccc(N2CCN(C)CC2)n1	nt	-8.1%	-7.3%
CC(C)(C)CC(=O)Nc1cccc(-c2cn3cccnc3n2)c1	-1.8%	?	20.3%
COc1ccc(C2CC(c3cccs3)=NN2C(=O)CSC2=NN3CCCC(=O)N=C3S2)cc1 (stereo not drawn)	5.4%	?	6.7%
CCCCn1c(N)c(N(CCOC)C(=O)C(C)Oc2ccc(Cl)cc2)c(=O)[nH]c1=O (stereo not drawn)	-3.8%	1.5%	-10.0%
N#CCOC(=O)c1sccc1-n1cccc1	0.0%	-14.0%	3.7%
CCOc1cccc2cc(C(=O)Oc3ccc(OC)cc3)c(=O)oc12	nt	5.1%	-14.5%
Cc1cccc(NC(=O)COn2nnc3ccc(S(C)(=O)=O)cc32)c1	-5.9%	?	-14.6%
CCOc1ccccc1N1CCN(C(=O)Nc2cccc(Cl)c2)CC1	0.0%	?	26.9%
CCOC(=O)C1Oc2ccccc2C(C(=O)OC)=C1C(=O)OC (stereo not drawn)	0.0%[56.1 µM]	-23.9%	-3.3%[89.1 µM]
CCOC(=O)c1ccccc1NC(=O)C1CC(=O)N(c2ccccc2)C1 (stereo not drawn)	4.9%	?	-0.1%
Cc1ccc(S(=O)(=O)N2CCCCC2)cc1C(=O)OC(C)C(=O)NC1CCCCC1C (stereo not drawn)	-10.0%[0.505 µM]	?	2.7%
CC1CC(C)CN(C2CCCCC2NS(=O)(=O)c2ccc(Cl)cc2)C1 (stereo not drawn)	nt	23.1µM*	0.2%
COc1ccc(Nc2c3c(nc4ccccc24)CCC3)c(OC)c1	nt	16.4µM*	-11.1%
Nc1ccncc1N	nt	-2.1%&-12.5%	-3.5%
CN(Cc1ccccc1)C(=O)CN1C(=O)NC2(CCCC2)C1=O	0.5%	-6.1%	nt
Cc1occc1C(=O)NNC(=O)Nc1ccc(F)cc1F	8.2%	4.4%	8.8%
COc1ccc(N(CC(=O)NCc2ccc(F)cc2)S(=O)(=O)c2c(C)noc2C)cc1	0.8%&4.7%	?	-1.0%
C=CCn1c(CCNC(=O)c2ccccc2F)nnc1SCC(=O)Nc1nc(C)cs1	9.3%	-18.1%	5.7%
COCCOC(=O)c1c(C)n(C)c2ccc(OC(=O)c3c(OC)cccc3OC)cc12	nt	16.4µM*	-0.2%
O=S(=O)(O)c1nc2ccccc2n1Cc1ccccc1	5.8%	5.1%	7.6%
CN(Cc1ccccc1)c1ccc(S(=O)(=O)N2CCC(C(=O)O)CC2)cc1[N+](=O)[O-]	-3.5%	2.3%	1.5%
CCCCC(=O)Nc1ccc(C(=O)NNC(=O)c2ccc(C)c(Br)c2)cc1	nt	0.5%	-6.7%
Cc1cccc(OC(C)C(=O)N/N=C\c2ccncc2)c1 (stereo not drawn)	6.3%	-21.1%	0.9%
CN(C)S(=O)(=O)c1cccc(C(=O)NCC2(N3CCOCC3)CCCCC2)c1	1.2%	?	1.0%
Cc1ccc(-n2nc3c(=O)n(CC(=O)NCCc4cccs4)nc(C)c3c2C)cc1	4.2%	3.1%	5.7%
O=S(=O)(NNc1ncc(C(F)(F)F)cc1Cl)c1ccc(F)cc1F	-0.2%	20.6µM*	nt
CC(=O)Nc1nc(-c2ccc3c(c2)CC(C)N3C(=O)C2CC2)c(C)s1 (stereo not drawn)	nt	2.06µM*	-4.2%
CC[C@]12c3[nH]c4cc(-c5ccco5)ccc4c3CCN1C(=O)[C@@H](CC(=O)NCCCOC)C[C@@H]2C(=O)N1CCN(C(=O)C2CC2)CC1	0.3%[56.1 µM]	?	nt
C=CCOc1cccc(C2/C(=C(/O)c3ccc(C)cc3)C(=O)C(=O)N2CCN2CCOCC2)c1 (stereo not drawn)	5.9%	1.8%	-10.7%
Cc1ccc(C(=O)NCC(=O)Nc2ccc3c(c2)CCC3)cc1	0.0%	-9.3%	nt
CCOP(=O)(OCC)c1nc(-c2ccc(Cl)cc2Cl)oc1N1CCCCC1	2.9%	18.4µM*	-1.0%
Nc1ccccc1Sc1nc2ccccc2[nH]1	8.1%	14.6µM*	-19.4%
CC[C@@]1(C(=O)OC)N[C@H](CN(C)C(=O)COC)[C@@H]2C(=O)N(C)C(=O)[C@@H]21	0.9%	-9.7%	nt
O=Cc1ccccc1-n1cccn1	3.8%	9.0%	-7.8%
Cc1csc(=O)n1CCC(=O)OCC(=O)Nc1ccc(F)c(F)c1F	0.0%	-2.2%	-6.8%
O=C(CCC(=O)c1cccs1)Nc1ccccc1F	2.0%	5.6%	30.8%
Cc1ccc(C(=O)Nc2nc3ccc(S(C)(=O)=O)cc3s2)o1	4.4%	11.6µM*	-13.4%
CCCCN1C(=O)C(C)=C(C)C1OCCc1ccc(OC)c(OC)c1 (stereo not drawn)	nt	?	-14.6%
COc1cccc(C(=O)Nc2ccccc2C(=O)OCc2cc(=O)n3nc(C)sc3n2)c1	-6.2%	?	nt
O=C(CSc1nnc(-c2ccccc2)n1Cc1ccco1)Nc1ccc2c(c1)OCCO2	7.2%	?	0.2%
Cn1cccc1-c1cc2n(n1)CCC(=O)N2CCCC(=O)NCc1cccc(Cl)c1	8.9%	-24.4%	nt
COc1ccc(N2CCN(C(c3ccccc3)c3sc4nc(C)nn4c3O)CC2)cc1 (stereo not drawn)	nt	?	-6.8%
CN(CCC(=O)c1ccccc1)CCC(=O)c1ccccc1	nt	2.91µM*	-1.1%
Cc1cnc(C(=O)N2CCCC(C(=O)c3cccc(OC(C)C)c3)C2)cn1 (stereo not drawn)	5.1%	-25.6%	-1.4%
Cc1cc(=O)oc2cc(OCCSCCN3CCOCC3)ccc12	2.9%	?	4.1%
CCn1cc(C(=O)O)c(=O)c2cnc(N3CCN(C(=S)Nc4ccc(F)cc4)CC3)nc21	2.7%	4.0%	10.5%
CCOC(=O)c1c(NC(=O)COc2cccc(C(F)(F)F)c2)sc2c1CCC(C)C2 (stereo not drawn)	2.2%[12.3 µM]	-29.6%	nt
The listing continues:
SMILES	TDP1 inh	TDP1 cell noCPT	N370S GC
COC(=O)[C@H]1C[C@@H]1[C@H](NC(=O)c1ccccc1)c1ccccc1	-2.6%&5.1%	?	3.2%&6.3%
CCn1c(N)c(C(=O)N2CCOCC2)sc1=S	9.4%	-18.8%	8.1%
COC(=O)c1ccc(NC(=O)CSc2nccn2Cc2ccc(Cl)cc2)cc1	6.6%	-28.4%	nt
COc1ccc(NC(=O)C2CCN(C3=NS(=O)(=O)C(c4ccc(C)c(C)c4)=C3C)CC2)cc1OC	7.1%	11.2%	nt
COc1ccc(CNCCNC(=O)c2cccs2)cc1OC	-10.7%	-24.1%	-1.9%
COCCn1nnnc1CN1C2CCCC1CC(NC(C)=O)C2 (stereo not drawn)	6.6%	0.9%	-17.5%
Cc1cc(C(=O)COC(=O)C2=NNC(=O)CC2)c(C)n1CCc1ccccc1	2.9%	?	5.7%
C=CCOC(=O)C1=C[C@@H](c2ccc3c(c2)OCO3)C[C@@H](OCc2ccc(CO)cc2)O1	1.3%	-21.5%	14.8%
Cn1ncc2c(O/N=C(\N)c3ccc(C(C)(C)C)cc3)ncnc21	5.2%	2.91µM*	-0.5%
C=CCNc1nc(Cl)nc(Nc2ccccc2)n1	nt	-23.2%	0.5%
CCCCOc1ccc(C(=O)N2CCC(c3nc4ccccc4o3)CC2)cc1	4.7%	13µM*	nt
CN1CCN(C(=O)N2c3ccccc3C=Cc3ccccc32)CC1	3.0%	-24.2%	0.9%[2.35 µM]
COc1ccc(Oc2ncc3ncc(=O)n(CCC#N)c3n2)cc1	nt	?	-5.0%
Cc1ccc2nc(COc3ccccc3NC(=O)c3ccc(F)cc3)cc(=O)n2c1	5.4%	-7.7%	nt
CCCOC(=O)c1ccc(NC(=O)CN(C)Cc2cccs2)cc1	1.7%[0.0935 µM]	?	-5.3%
CCCc1cc(=O)oc2c(C)c(OC(C)C(=O)NCC(O)c3ccccc3)ccc12 (stereo not drawn)	1.8%	-23.7%	-4.7%
COc1cccc(C(CNC(=O)C2CCN(C(=O)Nc3ccccc3)CC2)N(C)C)c1 (stereo not drawn)	0.3%[56.1 µM]	-2.1%	nt
Cc1onc(-c2ccccc2)c1C(=O)n1nnc2ccccc21	2.3%	?	4.4%
O=C1COc2ccc(S(=O)(=O)N3CCCCC3)cc2N1	2.0%	-16.3%	6.5%
CC(OC(=O)c1cc(=O)[nH]c2ccccc12)C(=O)NC1CCCC1 (stereo not drawn)	0.6%	0.5%	nt
CCOC(=O)c1c(NC(=O)CSc2nc(-c3ccccc3)cc(C(F)(F)F)n2)sc(C)c1C	2.1%	?	nt
C=C1CCC2C(C)(C)[C@H](O)CC[C@@]2(C)[C@@H]1COc1cc(=O)oc2ccccc12 (stereo partly drawn)	1.3%	?	10.2%
CCN1/C(=C/c2ccc3ccc(C)cc3[n+]2CC)Sc2ccccc21	8.1%	2.06µM*	-2.1%
COc1ccc(C(=O)C(OC(=O)c2ccccc2)c2ccccc2)cc1 (stereo not drawn)	2.1%	?	?
Brc1cc2c(cc1/C=N/Nc1nc3ccccc3s1)OCO2	5.9%	?	-3.2%
COc1ccc(NC(=O)CSc2nnc(N)s2)cc1	4.7%	-4.5%&-0.6%	-4.3%
CCCC1=Nc2cc(C(=O)N3CCCC3)ccc2Sc2ccc(C)cc21	5.8%	?	-1.6%
CCn1c(CN2CCOCC2)nnc1SCC(=O)Nc1ccc(C)cc1	4.1%	5.8%	-0.2%
N#CCSc1ccccc1NC(=O)COC(=O)CCN1C(=O)C2CC=CCC2C1=O (stereo not drawn)	0.6%	-0.2%	nt
CCc1ccc(NC(=O)CSc2nc3ncccc3[nH]2)cc1	2.5%	13µM*	nt
O=C(N/C(=C/c1ccc(Cl)cc1)C(=O)N1CCCC1)c1ccccc1	2.5%	?	-5.3%
COc1ccc(C(=O)N2CC(=O)Nc3ccc(C)cc3C2c2ccccc2)cc1 (stereo not drawn)	nt	?	5.7%
N#CC1=C(N)N(c2ccc(Oc3ccccc3)cc2)C(=O)C1	nt	?	-13.1%
O=C(CSc1nnc(Cc2cccs2)n1C1CCCCC1)N1CCCc2ccccc21	7.3%	?	6.9%
COC(=O)c1cc(S(=O)(=O)N2CCN(c3ccccc3F)CC2)c[nH]1	0.0%	?	-11.2%
O=c1oc(CCO)cc2ccc(-c3ccc4[nH]ccc4c3)cc12	0.6%	-14.2%	nt
Cc1ccc(CNC(=O)Nc2ccc3c(c2)N(C)C(=O)CS3)cc1	2.7%	?	-0.7%
Cc1c(-c2ccccc2)cn2c1-c1ccc(C)n1CC2	4.0%	16.4µM*	-10.6%
CC1(C)CC(=O)c2cnc(N3CCN(c4ccccc4)CC3)nc2C1	0.0%	?	0.9%
CCN1CNC(=S)N(c2ccccc2OC)C1	1.4%	-18.0%	3.4%
Cc1cc(F)ccc1S(=O)(=O)N1CCCOC1CNC(=O)C(=O)NC1CCCC1 (stereo not drawn)	0.3%	8.2%	-2.5%
O=C(CN1C(=O)C2CC=CCC2C1=O)Nc1ccccc1N1CCCC1 (stereo not drawn)	nt	-19.1%	-0.5%
CCOc1ccc(N2C(=O)CSC23CCCCC3)cc1	3.9%	?	-4.9%
CCC(=O)NCCNc1ccc([N+](=O)[O-])cn1	0.0%	nt	-13.1%

Some of the compounds tested. The share of hits here may be higher or lower than overall.
